Source: PubChem (Broad Institute)
ERAP1 inh: inhibitors of human ERAP1 aminopeptidase | 0.15% of 340,000 active | Q9NZ08 | recombinant ERAP1, Leu-AMC fluorescence, 60 min | inhibition, % at 10.7 µM;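 active means mean replicate inhibition of at least 30%, or all replicates individually reaching that 30% level; inactive means mean below 30% and not every replicate reaching it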;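 further: 0% = neutral control wells and 100% = L-leucinethiol positive control wells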
XiGFP reactiv: X-chromosome reactivation activator. AID 743238. activation, % at 7.58 µM. 0.055% of 360,000 active. XiGFP mouse fibroblasts, % GFP-positive cells imaging, 3 d; cells co-treated with 5-aza-dC sensitizer; scaled so ellipticine positive control = 100%;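 active means mean normalized replicate activation at least 10% and every replicate at or above 10%; inconclusive means only one of the two criteria met; inactive means mean below 10% and not all replicates reach 10%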;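 further: 0% = median of on-plate neutral control wells and 100% = ellipticine 6 µM median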
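Assay system – SV40-immortalized XiGFP fibroblast cells, line 68-5-11 · Buffer or medium – DMEM supplemented with 5-aza-dC as sensitizing agent · Dosing – one concentration, pinned · Benchmarks – positive control ellipticine, 6 µM final · Times – 3 days compound exposure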
esBAF inh: SWI/SNF esBAF complex inhibition. mouse ES cells, Bmi1-luciferase knock-in reporter, 24 h; 100% = twice the neutral-well signal. reporter increase, % at 12.5 µM. 2% of 350,000 active; in the data active means activation above about 40%; inconclusive means no clear call, values can overlap the other calls;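 further: 0% = median of the plate's neutral control wells and 100% = double that signal; a rise in the Bmi1 reporter signal indicates esBAF inhibition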
S100A4 inh HTS: blocks human S100A4 binding to myosin IIA peptide. S100A4/TAMRA-MyoIIA peptide fluorescence polarization. inhibition, % at 10.7 µM. 0.14% of 360,000 active;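 active means mean inhibition of at least 70% across replicates, with every replicate also reaching that level; inconclusive means mean inhibition reaches 70% but some replicates fall short; inactive means mean inhibition below 70%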
Target sequence (P26447 whole entry, looked up): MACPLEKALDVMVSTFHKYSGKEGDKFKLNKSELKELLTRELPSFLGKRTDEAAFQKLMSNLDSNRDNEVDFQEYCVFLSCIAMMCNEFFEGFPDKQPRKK
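Test system – S100A4 monomer (human) · Compound – single-point compound testing · Schedule – 5 min incubation before reading · Probe or stimulus – TAMRA-labelled myosin IIA heavy-chain peptide probe, 5 nM · Benchmarks – neutral control DMSO, positive control TFP · Medium – Calcium-containing HEPES buffer, pH 7.2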
RAD52 anneal inh: RAD52 (human) annealing inhibition. P43351. recombinant RAD52 DNA annealing, FRET fluorescence. inhibition, % at 18.7 µM. 0.46% of 360,000 active. AID 651710;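 active means every replicate showing at least 50% inhibition; inconclusive means mean inhibition at least 50% but not in every replicate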
ERp5 inh: inhibitors of human ERp5; ERp5 insulin aggregation, absorbance 650 nm, 90 min; Q15084; 0.05% of 350,000 active; inhibition, % at 9.99 µM;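 active means mean replicate inhibition above about 25%, with every replicate also reaching it, limit read from the data, passing the limit was not always enough; inconclusive means only one of those two criteria met; inactive means neither criterion met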
RAD54 branch: inhibitors of human RAD54 branch migration; Q92698; RAD54 Holliday junction branch migration, FAM/BHQ fluorescence; inhibition, % at 10.4 µM; 0.14% of 360,000 active; AID 602329;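 active means mean normalized replicate activity at least 40 and at least half of replicates scoring 40 or more; inconclusive means only one of the two criteria met; inactive means mean below 40 and under half of replicates reaching 40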;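 further: 0% = median of neutral control wells and 100% = median of positive control wells; inhibitors cause a drop in the FAM fluorescence signal; in these data hits start at about 50%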
Target sequence (Q92698 whole entry, looked up): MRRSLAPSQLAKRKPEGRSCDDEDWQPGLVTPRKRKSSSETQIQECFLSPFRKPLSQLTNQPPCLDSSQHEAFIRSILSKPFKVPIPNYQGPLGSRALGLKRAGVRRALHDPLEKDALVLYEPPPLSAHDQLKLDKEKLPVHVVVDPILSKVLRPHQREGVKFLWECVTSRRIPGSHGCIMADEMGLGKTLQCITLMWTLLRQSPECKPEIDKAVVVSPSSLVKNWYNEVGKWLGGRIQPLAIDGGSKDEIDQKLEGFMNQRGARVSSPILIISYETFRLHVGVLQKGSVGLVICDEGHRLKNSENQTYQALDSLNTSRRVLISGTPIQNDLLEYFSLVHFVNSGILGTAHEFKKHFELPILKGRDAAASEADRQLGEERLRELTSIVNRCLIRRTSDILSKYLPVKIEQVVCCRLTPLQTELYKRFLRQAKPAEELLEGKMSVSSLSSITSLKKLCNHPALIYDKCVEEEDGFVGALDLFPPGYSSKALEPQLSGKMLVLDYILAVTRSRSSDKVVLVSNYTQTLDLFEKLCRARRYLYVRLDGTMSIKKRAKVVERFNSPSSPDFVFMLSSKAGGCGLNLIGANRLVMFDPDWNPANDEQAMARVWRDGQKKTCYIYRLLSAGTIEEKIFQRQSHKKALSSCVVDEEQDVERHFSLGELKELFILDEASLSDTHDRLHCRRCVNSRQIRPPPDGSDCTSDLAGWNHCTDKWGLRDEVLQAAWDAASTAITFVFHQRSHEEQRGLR
E-sel inducer: induces E-selectin expression in human endothelial cells | P16581 | HUVEC E-selectin immunofluorescence imaging; normalized: neutral wells 0, TNF-alpha wells 100 | activation, % at 7.58 µM | 0.37% of 260,000 active;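 active means mean E-selectin-positive cell signal at least 10% of the positive control, reached in at least 60% of replicates, without over 20% cell loss; inconclusive means no rule given, readout overlaps actives, possibly toxicity-flagged; inactive means the rest, including those meeting only one limit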;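 further: in these data hits start at about 27%; measured in HUVEC primary endothelial cells; signal is the percent of cells scored E-selectin positive by PE staining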
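System: HUVEC, human umbilical vein endothelial cells; quantity: 3,000 cells/well; buffer or medium: EGM-2 medium, gelatin-coated wells; dosing: single-point compound dose; detection: immunofluorescence imaging; evaluation: % PE-positive cells; benchmarks: TNF-alpha, DMSO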
An asterisk follows results filed as active; ? = inconclusive; / = not tested or not shown; & = joins results of further samples. Hits appear at their usual frequency; any-hit rate near 2.5%.

SMILES	ERAP1 inh	XiGFP reactiv	esBAF inh	S100A4 inh HTS	RAD52 anneal inh	ERp5 inh	RAD54 branch	E-sel inducer
O=C(NCc1ccccc1)[C@@H]1CCCN1C(=O)[C@@H]1CCCN1C(=O)c1cccc2ccccc12	1	-0.1	/	-3	-7	3	/	0.2
CC1CCC(NC(=O)c2cccc(S(=O)(=O)N3CCN(C)CC3)c2)CC1 (configuration not stated)	4	0.0	29	6	-13	3	5	/
COc1ccc(NC(=O)Nc2nc(C)cc(C)n2)c(OC)c1	0	0.3	/	-8	35	6	1	12
CCOc1ccc(/C=C2\SC(=S)N(CC(=O)Nc3ccccn3)C2=O)cc1	-5	2.0	-3	-2	-8	1	3	/
O=S(=O)(c1ccccc1)N1CCCCN2[C@H](CO)[C@H](c3ccc(C#Cc4ccccn4)cc3)[C@H]2C1	-2	0.1	-3	7	-21	-2	1	-0.6
CN1C(=O)C2(CCCCC2)C1c1ccccc1 (configuration not stated)	/	0.0	-3	16	-13	2	-10	0.0
CCc1ccc2c(CN(C)Cc3ccc(OC(F)F)c(OC)c3)cc(=O)oc2c1	2	0.2	-33	-5	-23	-1	6	-0.3
O=C(NCC1CCN(c2ccc(S(=O)(=O)N3CCOCC3)cc2)CC1)Nc1ccccc1F	-5	0.1	10	-20	-11	12	20	/
CC12CCC(=O)N1C(C(=O)NNC(=O)COc1ccccc1Cl)CS2 (configuration not stated)	-6	-0.1	-11	2	9	-2	/	-0.4
CCN(c1ccccc1)S(=O)(=O)c1ccc2c(c1)N(C(C)=O)CCO2	-4	0.3	-1	0	-1	1	-8	/
O=C(NC(=S)N1CCCCCC1)C1CC1	-1	0.0	/	-2	-7	2	/	-1.3
CCCNC(=O)N1CC2(CN(Cc3ccc(F)cc3)C2)c2c([nH]c3cc(OC)ccc23)[C@@H]1CO	3	0.1	/	0	14	10	/	0.0
CN(C)C(=O)c1cccc(-c2ccc3c(c2)[C@@H]2[C@@H](CCN2C(=O)Nc2cccc(F)c2)[C@H](CO)N3C)c1	/	-0.1	6	/	/	/	0	0.2
CCn1c(C)c(C)c2cc(C(=O)NCCN3CCCCCC3)ccc21	3	0.0	-19	-23	-34	11	13	/
C[C@@H]1CN([C@@H](C)CO)C(=O)Cc2cc(NC(=O)CCCCCC(=O)Nc3ccccc3N)ccc2O[C@@H]1CN(C)S(=O)(=O)c1ccccc1	-1	0.0	1	-2	-8	-5	-6	-0.1
COc1ccc(S(=O)(=O)N2CC(=O)Nc3ccccc32)cc1F	0	0.2	6	16	-10	-3	-5	/
COc1cccc(S(=O)(=O)N[C@@H]2CC[C@H](CC(=O)NCc3ccc(F)cc3)O[C@@H]2CO)c1	-2	0.0	0	-3	-6	-3	2	-0.9
CCCC(=O)Nc1ccc2c(c1)C(=O)N(C)[C@@H]1CC[C@@H](CC(=O)NCC3CCCCC3)O[C@@H]1CO2	0	0.3	-1	5	7	2	-4	0.5
C[C@@H]1CN([C@@H](C)CO)C(=O)c2cccc(NC(=O)NC3CCCCC3)c2O[C@@H]1CN(C)Cc1ccc(C(=O)Nc2ccccc2N)cc1	-2	-0.9	-25	6	15	-1	11	/
CCCc1cc(=O)[nH]c(SCC(=O)N2CCN(S(=O)(=O)c3ccc(C)cc3)C2)n1	0	-0.1	-7	-5	-11	3	-7	0.0
Cc1cc(=O)nc2c3ccccc3n(C(C)C(=O)NCCN3CCOCC3)n12 (configuration not stated)	-4	0.0	-2	2	-3	0	4	/
COC(=O)c1sc2ccccc2c1N	/	0.3	7	-15	-27	6	7	0.3
CCCCN1CC(COC)Oc2cccc(F)c2S1(=O)=O (configuration not stated)	1	0.0	-5	-5	-4	0	-7	0.0
Cc1cc(CNC(=O)COc2ccc(F)cc2Cl)cc(C)c1O	8	0.2	7	-5	1	-5	-1	/
CCCC(=O)Nc1ccc2c(c1)C(=O)N(C)C[C@@H](OC)[C@@H](C)CN(Cc1ccccc1)[C@H](C)CO2	-5	0.1	0	-90	8	1	0	-0.3

Next section.
SMILES	ERAP1 inh	XiGFP reactiv	esBAF inh	S100A4 inh HTS	RAD52 anneal inh	ERp5 inh	RAD54 branch	E-sel inducer
CCN1CCN(C(=O)Cn2nc(C)n3c(cc4c(OC)cccc43)c2=O)CC1	6	0.0	-3	-5	14	3	1	/
COC(=O)c1ccc(CSc2ncnc3ccccc23)o1	-2	0.0	7	-10	-20	4	2	-0.5
CCCCOc1ccc(Cc2c(COCC)[nH]c(=S)[nH]c2=O)cc1	0	0.0	-5	-16	-16	3	2	-0.4
Cc1noc(C)c1C(=O)Nc1nc2ccc(F)cc2s1	2	0.0	52*	-2	-6	-11	0	-0.5
N#Cc1ccsc1NC(=O)CCN1C(=O)C2CCCCC2C1=O (configuration not stated)	1	0.1	0	-1	-23	-1	/	/
CC(C)NC(=O)NCC[C@@H]1CC[C@@H](NS(=O)(=O)c2ccccc2)[C@H](CO)O1	-2	-0.1	/	2	2	0	/	-0.4
C[C@@H]1CN([C@@H](C)CO)C(=O)c2cc(NS(C)(=O)=O)ccc2O[C@@H](C)CCCCO[C@H]1CN(C)S(=O)(=O)c1cn(C)cn1	1	0.0	-3	7	0	-1	3	0.0
CCN(CC)C(=O)C1CCC(CNS(=O)(=O)c2cccc3nsnc23)CC1 (configuration not stated)	-6	0.0	0	1	-9	-1	-3	?
O=C(NC1=NCCS1)C1CCN(S(=O)(=O)c2ccccc2C(F)(F)F)CC1	-1	0.0	-1	0	-9	1	5	/
CS(=O)(=O)N(CC(=O)Nc1ccccc1Br)Cc1ccccc1	0	0.0	9	4	-10	-3	1	/
COc1ccc(COC[C@@]23Oc4ccccc4[C@@H](NC(=O)N2C)[C@H]3CO)cc1	1	/	/	4	-5	5	5	/
CCOC(=O)[C@]12CCCC=C1N(Cc1ccc3c(c1)OCO3)C(=O)[C@H](CC(=O)N1CCCCC1)C2	/	0.2	/	0	-18	0	/	-0.1
Cc1ccc(S(=O)(=O)Nc2cccc3c2O[C@H](CN(C)C(=O)Nc2ccccc2)[C@H](C)CN([C@H](C)CO)C3=O)cc1	1	-0.1	1	5	20	-11	0	-0.2
CO[C@H]1CN(C)C(=O)c2cc(NC(=O)c3cccc(F)c3)ccc2OC[C@H](C)N(CC2CC2)C[C@@H]1C	-2	0.0	-2	5	1	0	-3	-0.1
CN1CCN(C(=O)C[C@H]2CC[C@H]3[C@@H](COc4ccc(NC(=O)c5cscn5)cc4C(=O)N3C)O2)CC1	1	0.1	-1	-3	4	0	0	-0.1
CCC(C(=O)NC1CCCC1)N(C(=O)Cn1nnc(-c2ccc(C)o2)n1)c1ccc(OC)cc1 (configuration not stated)	0	0.4	-3	-3	-4	0	-5	/
N#C[C@H]1[C@@H](c2ccccc2C2=CCCC2)[C@H](CO)N1C(=O)C1CCC1	-2	0.2	/	6	2	-1	/	0.0
O=C(CCc1nnc(CCCc2ccccc2)o1)NCC(F)(F)F	-1	0.0	/	-4	-7	-2	/	/
COc1ccccc1S(=O)(=O)N(C)C[C@@H]1OCc2cn(nn2)CCCC(=O)N([C@H](C)CO)C[C@H]1C	-1&1	0.2&0.3	-7&0	-13&7	0&5	5&2	-2&5	-0.1
O=C(CSCc1ccc(F)cc1)Nc1ccc(F)cc1	-1	0.0	/	-2	-2	7	5	-0.2
COc1ccc(-c2cc(C(=O)Nc3nc4ccccc4s3)c3ccccc3n2)cc1OC	9	0.0	7	17	-27	1	/	5.0
CCN(CC)CCCNc1cc(C)c(C#N)c2nc3ccccc3n12	-60	0.0	4	-6	-4	-2	19	0.0
Cn1c(=O)[nH]c(=O)c2c1nc(SCCO)n2Cc1ccccc1Cl	5	0.3	3	0	-6	-1	-2	/
COc1cccc(C(C)NC(=S)NCc2ccc(F)cc2)c1 (configuration not stated)	0	0.2	1	-9	-5	-14	-6	-0.4
CC(C)CC#Cc1cnc2c(c1)C(=O)N([C@@H](C)CO)C[C@@H](C)[C@@H](CN(C)Cc1ccc3c(c1)OCO3)O2	0	-0.8	-2	-30	18	6	16	-0.2

An excerpt from above in order of formula weight, descending.
SMILES	ERAP1 inh	XiGFP reactiv	esBAF inh	S100A4 inh HTS	RAD52 anneal inh	ERp5 inh	RAD54 branch	E-sel inducer
CC(C)CC#Cc1cnc2c(c1)C(=O)N([C@@H](C)CO)C[C@@H](C)[C@@H](CN(C)Cc1ccc3c(c1)OCO3)O2	0	-0.8	-2	-30	18	6	16	-0.2
N#C[C@H]1[C@@H](c2ccccc2C2=CCCC2)[C@H](CO)N1C(=O)C1CCC1	-2	0.2	/	6	2	-1	/	0.0
O=C(CSCc1ccc(F)cc1)Nc1ccc(F)cc1	-1	0.0	/	-2	-2	7	5	-0.2

The listing continues:
SMILES	ERAP1 inh	XiGFP reactiv	esBAF inh	S100A4 inh HTS	RAD52 anneal inh	ERp5 inh	RAD54 branch	E-sel inducer
O=C(O)C(c1ccccc1)N1C(=O)c2cccc3cccc(c23)C1=O (configuration not stated)	-7	0.0	-7	-7	5	2	0	0.5
CCC(=O)N1C[C@@H](C)[C@H](OC)CN(C)C(=O)c2ccc(NC(=O)C3CC3)cc2OC[C@@H]1C	-3	-0.2	7	-2	-4	0	-4	-0.2
O=C1CN(C(=O)COC(=O)CCNS(=O)(=O)c2ccc(Cl)cc2)c2ccccc2N1	1	0.0	/	-14	-18	-5	-6	8.2
CCCCC[C@@H](C)N1C[C@@H](COCc2ccccc2)Oc2cc(N3CC[C@H](O)C3)ccc2S1(=O)=O	0	1.1	/	10	-5	7	/	0.5
COc1ccc(NC(=O)Nc2cccc3c2O[C@H](CN(C)Cc2ccccc2)[C@@H](C)CN([C@@H](C)CO)C3=O)cc1	-1	-1.1	-1	0	19	-1	4	-0.2
COc1cccc(/C=C2\SC(=O)NC2=O)c1OCc1ccc(C(=O)O)cc1	8	0.3	/	3	-1	-11	/	/
C[C@@H]1CN([C@H](C)CO)C(=O)c2cccc(NC(=O)Nc3ccc4c(c3)OCO4)c2O[C@@H]1CN(C)Cc1ccc2c(c1)OCO2	1	-0.3	-9	14	7	0	-3	-0.3
Cc1ccc(S(=O)(=O)N(C)C[C@@H]2Oc3ccc(NC(=O)Cn4cnnn4)cc3CC(=O)N([C@@H](C)CO)C[C@H]2C)cc1	2	0.0	4	-9	-11	-7	-5	-0.1
C[C@@H]1CN([C@@H](C)CO)C(=O)Cc2cc(NC(=O)CCCN(C)C)ccc2O[C@@H]1CN(C)S(=O)(=O)c1ccc(Cl)cc1	-3	1.5	/	5	15	2	/	0.0
O=C(C[C@@H]1C[C@@H]2c3cc(NC(=O)c4ccc5c(c4)OCO5)ccc3O[C@@H]2[C@@H](CO)O1)NCc1ccccn1	1	0.9	0	10	3	1	0	-0.3
O=C1Nc2ccc(Br)cc2C1(O)c1ccccc1 (configuration not stated)	3	-0.1	-5	0	1	3	1	/
O=C(C[C@@H]1C=C[C@H](NC(=O)CN2CCOCC2)[C@@H](CO)O1)NCCc1ccncc1	-4	-0.2	/	-1	-19	-2	/	0.0
COc1ccc(SCCN2CCN(CC(C)C)CCC2=O)cc1	1	0.2	8	-1	-6	2	-5	0.3
Cc1ccccc1OCC(=O)OCC(=O)NCc1ccco1	-1	0.2	1	-3	-1	7	1	0.1
